# Assay outcomes from PubChem BioAssay.
# DAX1 inh-1 – inhibitors of human orphan nuclear receptor DAX1 (NR0B1); P51843; HEK293 Gal4-DAX1 luciferase reporter, luminescence; inhibition, % at 6.75 µM; 340,000 tested, 0.99% active; AID 504766;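 active = inhibition above the mean over all tested compounds plus 3 SD, cut at about 4.2% in these data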;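 also: 0% = DAX1-transfected cells with DMSO and 100% = empty-vector control cells with DMSO; inhibition shows as a rise in luminescence from relieved DAX1 repression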
# ssDAF-12 act – activates DAF-12 receptor from parasite S. stercoralis; AID 652126; HEK293 ssDAF-12/GRIP1 lit1-tk-luc reporter, luminescence; % of 3 µM dafachronic acid response; 370,000 tested, 1% active; activation, % at 6.8 µM;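 active = activation above the mean over all tested compounds plus 3 SD, cut at about 0.9% in these data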;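 also: 0% = DMSO-only wells and 100% = 3 µM delta7-dafachronic acid wells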
# hcDAF12 agonist – activators of H. contortus DAF-12 nuclear receptor; HEK293 hcDAF-12 lit1-tk-luc reporter, luminescence; 0% DMSO, 100% Δ7-dafachronic acid; activation, % at 6.8 µM; 370,000 tested, 1.4% active; AID 652067;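 active = activation above the mean of all tested compounds plus 3 SD, cut at about 5.5% in these data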;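 also: 100% = response to 3 µM Δ7-dafachronic acid high control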
# hgDAF12 agonist – agonists of H. glycines DAF-12 nuclear receptor | HEK293 GAL4-hgDAF12 UAS-luciferase reporter, agonist luminescence; normalized to butyrate control | 370,000 tested, 1.8% active | activation, % at 6.8 µM;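 active = activation above a cutoff set at the mean of all screened compounds plus 3 SD, cut at about 10% in these data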;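 also: 0% = DMSO wells and 100% = sodium butyrate wells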
# Rev-erbA mod – modulates human Rev-erb alpha binding to DNA; P20393; Rev-erbα–FITC-DNA binding, fluorescence polarization, 90 min; activity, % at 10 µM; 370,000 tested, 0.79% active; AID 1259318;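 active = activity above about 14%, limit read from the data; passing the limit was not always enough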;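 also: 0% = DMSO wells with 35 nM protein and 100% = DMSO wells with 750 nM protein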
# DAX1 inh-2 – inhibitors of DAX1 repression of SF-1 activated StAR promoter; HEK293T StAR-luciferase reporter, SF-1/DAX-1 repression relief; inhibition, % at 6.8 µM; 370,000 tested, 1.1% active; AID 652010;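 active = inhibition above the mean over all tested compounds plus 3 SD, cut at about 3.6% in these data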;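 also: 0% = DAX-1 cells with DMSO and 100% = cells lacking DAX-1 with DMSO; higher inhibition means more luminescence from relief of DAX-1 repression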
# PLCg1 inh – inhibitors of human phospholipase C gamma1 | purified PLC-gamma1, fluorogenic substrate, fluorescence | 370,000 tested, 0.84% active | P19174 | inhibition, % at 12.2 µM; in the data active = inhibition above about 9.5%
# Target sequence (P19174 whole entry, looked up): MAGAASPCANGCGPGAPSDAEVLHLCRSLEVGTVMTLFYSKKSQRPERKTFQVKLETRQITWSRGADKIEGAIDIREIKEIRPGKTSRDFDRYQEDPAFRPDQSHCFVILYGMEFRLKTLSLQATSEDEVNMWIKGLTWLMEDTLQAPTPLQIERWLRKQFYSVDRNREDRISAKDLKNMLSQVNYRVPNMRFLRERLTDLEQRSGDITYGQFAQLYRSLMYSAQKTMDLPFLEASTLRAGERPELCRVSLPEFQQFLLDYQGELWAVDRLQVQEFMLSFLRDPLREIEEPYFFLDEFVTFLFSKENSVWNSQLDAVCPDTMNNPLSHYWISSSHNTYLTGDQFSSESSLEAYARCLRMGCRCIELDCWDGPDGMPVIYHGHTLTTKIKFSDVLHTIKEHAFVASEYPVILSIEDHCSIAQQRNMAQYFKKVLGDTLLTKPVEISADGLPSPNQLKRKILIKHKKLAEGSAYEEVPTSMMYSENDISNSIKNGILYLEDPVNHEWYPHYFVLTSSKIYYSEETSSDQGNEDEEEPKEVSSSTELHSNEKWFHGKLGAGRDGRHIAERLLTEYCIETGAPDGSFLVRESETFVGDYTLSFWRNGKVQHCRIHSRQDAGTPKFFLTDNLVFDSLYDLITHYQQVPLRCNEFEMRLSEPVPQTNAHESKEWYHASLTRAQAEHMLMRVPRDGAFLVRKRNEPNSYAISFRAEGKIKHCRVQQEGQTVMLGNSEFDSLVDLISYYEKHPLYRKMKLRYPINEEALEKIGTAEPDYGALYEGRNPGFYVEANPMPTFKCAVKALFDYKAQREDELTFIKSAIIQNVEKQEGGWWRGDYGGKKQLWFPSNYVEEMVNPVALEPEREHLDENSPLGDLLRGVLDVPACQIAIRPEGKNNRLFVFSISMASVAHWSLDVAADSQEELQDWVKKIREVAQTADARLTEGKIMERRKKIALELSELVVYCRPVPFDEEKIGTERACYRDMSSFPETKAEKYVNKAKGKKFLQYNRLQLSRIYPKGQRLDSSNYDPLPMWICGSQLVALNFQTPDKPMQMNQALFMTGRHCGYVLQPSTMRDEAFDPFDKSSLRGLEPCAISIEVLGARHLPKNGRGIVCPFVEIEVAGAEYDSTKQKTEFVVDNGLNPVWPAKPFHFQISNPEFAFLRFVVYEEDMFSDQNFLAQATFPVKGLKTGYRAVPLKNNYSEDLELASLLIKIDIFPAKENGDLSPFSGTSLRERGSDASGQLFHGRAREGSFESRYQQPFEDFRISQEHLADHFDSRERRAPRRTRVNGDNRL
# PLC-beta3 inh – PLC-beta3 (human) inhibition, primary screen; 370,000 tested, 0.18% active; AID 720704; Purified PLC-beta3, fluorogenic substrate, fluorescence; Q01970; inhibition, % at 12.2 µM; in the data active = inhibition above about 11%;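 also: 0% = median of compound wells on plate and 100% = full blocker control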
# MBD2 DNA inh – inhibitors of human MBD2 binding to methylated oligonucleotide | Q9UBB5 | TR-FRET | inhibition, % at 4.4 µM | 370,000 tested, 0.31% active | AID 686964; in the data active = inhibition above about 13%
# SMARCA2 activ – SMARCA2 function activation, primary screen. 370,000 tested, 1% active. activation, % at 9.1 µM. MG213 cells, MMTV-luciferase reporter, dexamethasone, overnight; in the data active = activation above about 7.8%;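 also: 0% = vehicle wells and 100% = reference activator wells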
# ADAM17 inh – inhibitors of human ADAM17; P78536; recombinant ADAM17, EDANS/DABCYL FRET peptide cleavage; inhibition, % at 6.95 µM; 370,000 tested, 0.83% active; AID 720648;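 active = inhibition above the mean of compounds lying between control limits plus 3 SD, set per campaign, cut at about 8.5% in these data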;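 also: 0% = DMSO-only wells as the low control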
# * marks the source's active call; other numbers are inactive results; . = no result given. No enrichment for hits. Share with any hit: about 7.4%.
SMILES,DAX1 inh-1,ssDAF-12 act,hcDAF12 agonist,hgDAF12 agonist,Rev-erbA mod,DAX1 inh-2,PLCg1 inh,PLC-beta3 inh,MBD2 DNA inh,SMARCA2 activ,ADAM17 inh
O=C(Cn1c(=O)n(CCc2c[nH]c3ccccc23)c(=O)c2cccnc21)Nc1ccccc1F,1.1,-1.9,-4.4,-2.6,8,-0.9,2,2,5,4,6
COCc1cc(C)nc(SCC(=O)NCc2ccco2)c1C#N,-0.4,-1.6,-1.0,-0.4,-1,-0.7,-3,-4,8,-1,-4
COc1ccccc1C(=O)NC(C)C(c1cccs1)N1CCOCC1 (stereo not drawn),1.3,1.7*,2.2,2.6,-1,0.4,-2,0,0,-3,-1
O=C(CSc1ncn[nH]1)Nc1nc(-c2cccc([N+](=O)[O-])c2)cs1,-0.8,-2.2,-2.7,1.6,0,-1.0,2,-7,4,2,6
Cc1ccc([C@H]2C[C@@H](n3cc(C4CC4)nn3)[C@H](O)CN2CC2CCCCC2)cc1,0.8,-1.1,-2.3,0.9,-5,0.4,0,2,-7,-5,7
Cc1nnc(SCc2ccccc2)n(N)c1=O,0.0,-1.5,-0.8,-0.7,5,0.3,1,2,2,0,0
CCOc1ccccc1NC(=O)C1CCN(C(=O)Cc2ccccc2)CC1,0.6,-1.8,-1.6,1.3,8,-0.2,-2,-6,1,-1,-2
COc1cc(NC(=O)CSc2nc3ccccc3cc2C)c(C(=O)O)cc1OC,0.1,-1.2,-2.3,-0.2,-4,-0.5,-8,-10,0,0,-17
CCN(CC)C(=O)CSc1nc2c(sc(=S)n2-c2ccccc2)c(=O)n1-c1ccc(OC)cc1OC,0.3,-1.0,-1.1,2.5,8,0.2,6,1,0,-2,4
Cc1cccnc1NS(=O)(=O)c1ccccc1,-0.6,-0.9,2.8,-1.6,5,-0.8,-2,-2,-3,7.9*,-1
C=C1CC2C=C(NC(C)=O)CC(C1)C2 (stereo not drawn),1.8,-0.9,-0.4,4.0,-3,1.8,12*,4,3,-5,3
CC12CCC(C(=O)N(Cc3ccccc3)Cc3ccccc3)(OC1=O)C2(C)C (stereo not drawn),0.6,-1.4,-2.0,-1.5,7,0.0,0,1,1,0,0
O=C(O)c1ccccc1C(=O)NCc1ccc(F)cc1,-0.3,-0.9,-1.2,-2.1,0,-0.2,4,2,-3,-2,1
C=CCc1cccc2cc(C(=O)NC3CCCC3)c(=O)oc12,-0.8,-1.7,-3.9,-2.6,2,-0.1,-10,-9,-1,-1,-15
CC1CC(O)C(C)CN1 (stereo not drawn),5.4*,-0.4,-1.3,-0.3,0,-0.1,-3,-7,7,-2,-5
CCOC(=O)NC(=O)c1cn(Nc2ccccc2)c(=O)[nH]c1=O,0.0,-1.3,1.2,1.2,-2,0.4,10*,-3,3,-4,-3
CCCNc1ncccc1C(N)=O,-0.3,-1.4,-0.7,-1.1,-1,-0.1,-105,-136,2,-2,-154
CCOC(=O)c1ccc(CNC(=O)c2cc(COc3ccccc3SC)on2)o1,2.0,-0.2,3.8,15*,2,5.4*,-4,-8,-4,6,-1
CC(C)CCSc1cc(NCCO)c([N+](=O)[O-])c2nonc12,-1.2,-2.4,-2.5,-3.5,4,-1.9,1,1,-11,-4,2
CC(=O)/C(=C/c1ccc(N(C)C)cc1)C(=O)c1ccccc1,0.4,-1.4,-1.9,-0.6,3,-0.1,2,0,0,-1,1
O=C(COc1ccccc1Br)c1ccc(O)cc1O,-0.2,-0.6,-0.5,3.5,2,0.7,-5,-17,8,6,2
Cc1ccc([N+](=O)[O-])cc1NC(=O)c1ccoc1C,0.3,-2.0,3.2,2.2,-1,0.4,3,2,0,2,1
CC1(C)CC(=O)C(C=NCC2CCCO2)=C(O)C1 (stereo not drawn),0.7,-1.5,-1.3,-1.0,-3,-0.5,0,0,2,-2,-5
CC(C)C[C@H]1CNC(=S)N1CC1CCCN1C[C@H](CC(C)C)N1C[C@H](Cc2ccc(O)cc2)N(CC2CCCCC2)C1=S (stereo partly drawn),-0.9,-0.9,0.6,-2.0,4,0.0,5,3,1,-1,-2
CC(C)(Oc1ccc(Cl)cc1)C(=O)Nc1ccc2oc(=O)ccc2c1,0.1,-0.8,-1.1,0.0,5,-1.6,-2,-11,-5,0,-4
CCCCS(=O)CC(COc1ccc(Cl)cc1)OC(=O)c1ccccc1 (stereo not drawn),0.1,-1.4,-2.8,-0.6,-3,-0.4,6,3,2,0,3
NC(=O)c1nsc(C(=O)N(Cc2ccco2)C(C(=O)NC2CCCC2)c2ccc(O)cc2)c1N (stereo not drawn),-1.2,-1.2,-1.5,-1.5,1,-0.6,-40,-66,0,2,-38
COC(=O)c1cc(OC)c(OC)cc1NC(=O)c1ccc(C)cc1,1.3,-2.0,-0.8,-4.1,12,0.0,1,2,-3,1,-2
COc1ccc(C(CNC(=O)Cc2ccccc2F)N2CCCCC2)cc1 (stereo not drawn),0.7,-1.3,-0.8,-1.4,6,-0.1,-3,3,5,1,2
COc1ccc(C2C(C#N)=C(SC)NC3=C2C(=O)CC(C)(C)C3)cc1 (stereo not drawn),2.1,-1.0,-1.3,-2.6,-2,-0.4,-38,-44,4,-2,-13
COc1ccccc1CNC(=O)CCCN1C(=O)COc2ccc(C)cc21,-0.2,-2.0,-2.4,-4.3,0,-1.1,2,-3,6,-3,1
O=C(Nc1cccc(Cl)c1Cl)C1CCN(C(=O)c2cccs2)CC1,2.7,-1.2,-0.2,0.3,1,0.5,-1,-6,-4,-1,1
CCOc1ccccc1C1CC(=O)NC(SCC(=O)Nc2nccs2)=C1C#N (stereo not drawn),-0.2,-0.8,-0.1,-0.4,-2,0.6,-6,-7,10,-1,-2
O=C1C2C3C=CC([C@@H]2C(=O)N1C1CC1)[C@H]1C(=O)N(C2CC2)C(=O)C31 (stereo partly drawn),1.8,-0.8,-0.1,0.1,0,-0.3,-1,2,-4,-5,-3
O=C(/C=C/c1ccc(S(=O)(=O)N2CCOCC2)cc1)NCc1ccccc1,-0.7,-1.7,-1.1,-0.8,-1,0.6,4,7,-3,2,1
Cc1nc2sc(C(c3ccc(Br)cc3)N3CC(C)OC(C)C3)c(O)n2n1 (stereo not drawn),-0.9,-1.1,0.1,-1.6,0,-1.3,5,-3,5,-3,-4
CCCCc1nc2cc(C(=O)N3CCCCC3CC(=O)OCC)ccc2o1 (stereo not drawn),0.6,-0.6,3.5,3.1,0,-0.3,1,-6,1,2,-1
CC(C(=O)NCc1ccco1)n1ccc2cc(S(=O)(=O)N3CCCC3)ccc21 (stereo not drawn),-0.3,-0.2,0.8,1.0,3,-0.3,-1,-3,0,0,5
Cc1ccc(NC2=CC(=O)CC(C)(C)C2)cc1C,0.9,-0.3,-0.7,-0.6,3,0.5,-7,-5,2,0,-5
COc1ccc(Cl)cc1NC(=O)CSc1nc(C)cc(C)n1,-0.5,-1.5,1.7,0.2,2,0.0,1,1,2,1,2
O=C(NNC(=O)c1ccccc1Cl)c1ccc2c(=O)n3c(nc2c1)CCC3,1.3,-0.6,-0.3,0.5,6,1.4,1,-6,-2,-3,-3
CCSc1nnc(NC(=O)CSc2nnc(-c3c[nH]c4ccccc34)n2CC)s1,0.0,0.0,1.2,0.1,0,0.5,-2,-4,0,-3,0
NS(=O)(=O)c1ccc(CNC(=S)NC2CCCC2)cc1,4.5*,-1.6,-1.5,-1.6,-2,-0.2,1,-2,5,-2,-4
COc1ccc(C2C(C#N)=C(/N=C/N3CCN(C)CC3)OC3=C2C(=O)CC(C)(C)C3)cc1 (stereo not drawn),-1.3,-1.3,-0.7,1.8,1,-0.2,1,-2,2,-1,-5
O=C(c1cc2ccccc2o1)N1CCN(c2ccccn2)CC1,-0.2,-1.0,-1.6,0.1,2,0.3,3,-7,1,-1,-5
C[C@H](O)[C@@H]1CN2CCc3c([nH]c4cccc(-c5ccccc5)c34)[C@@H]2C[C@@H]1N(C)C(=O)C1CCCCC1,.,-1.4,-3.4,1.0,-5,-0.8,-272,-301,-5,9.7*,-62
CC(C)NC(=O)c1ccccc1NC(=O)/C=C/c1cccc([N+](=O)[O-])c1,0.2,-1.4,-2.4,-0.1,5,0.1,0,-2,2,0,-1
O=C(O)COc1ccccc1/C=N/NC(=O)c1ccc2c(c1)OCCO2,0.3,-0.9,0.4,0.8,-3,1.1,2,0,-1,0,-3
CC(=O)N(C)c1ccc(NC(=O)COc2ccc(Br)cc2C)cc1,0.1,-1.2,-1.8,-2.1,-3,-0.5,1,0,-3,-2,1
O=C(COC(=O)Cc1ccccc1[N+](=O)[O-])NC1CCCC1,0.2,-1.4,-2.8,-1.9,5,-0.3,-1,-2,0,-2,-3
CC12CCC(C(=O)NNc3ccc([N+](=O)[O-])cc3)(OC1=O)C2(C)C (stereo not drawn),1.6,-1.7,-0.6,4.1,-2,-0.6,0,-4,0,-3,-1
O=C(NC1CCCCC1)C(c1cccs1)N(C(=O)C(F)(F)F)c1ccccc1 (stereo not drawn),-1.0,-1.3,-0.7,-0.8,4,0.2,-1,1,2,-2,-5
O=C(CC1(O)C(=O)N(CCc2ccccc2)c2ccccc21)c1ccccn1 (stereo not drawn),-0.9,-1.1,-1.3,-0.4,-7,-0.6,1,3,0,-1,0
COc1ccc(-c2noc(N3CCC(C(=O)N(C)c4ccccc4)CC3)n2)cc1,-0.8,-1.8,-1.0,-0.8,-4,-1.9,0,0,3,-4,2
CCCCCNC(=O)C1C(=O)Nc2ccccc2C(=O)N1c1c(C)cccc1C (stereo not drawn),.,-1.3,0.7,-1.0,2,0.5,-2,-2,-3,-4,-7
CC(C)CCNC(=O)c1onc(CSc2ccccc2)c1C(=O)NCCC(C)C,1.2,-1.3,0.0,2.1,5,-0.4,1,4,4,0,4
CCOc1ccccc1CNC(=O)CCc1cn(C)c2ccccc12,0.1,-1.4,-0.2,-3.3,5,-0.5,4,-5,-5,-1,-4
O=C(CSC1=NC(=O)C(Cc2ccccc2)C(=O)N1)Nc1ncc(Br)cc1Br (stereo not drawn),-0.7,-1.1,-1.0,-0.7,5,0.6,4,1,-7,-1,1
Cc1c(NC(=O)/C(=C/c2cccs2)c2cccs2)c(=O)n(-c2ccccc2)n1C,0.8,-1.7,0.7,2.6,-6,-0.4,0,2,1,-1,8
COc1ccc(NC(=O)CN(C)S(=O)(=O)c2ccc3c(c2)NC(=O)CS3)cc1,-0.6,-1.1,2.0,0.4,-3,0.3,1,-5,0,-2,-2
